Screens from PubChem BioAssay.
CAL PDZ FP: CAL PDZ (human) peptide binding inhibition | Q9HD26 | purified CAL PDZ, TMR-peptide fluorescence polarization, 1 h | inhibition, % at 24.9 µM | hit rate 0.92% among 300,000;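 active = mean inhibition of at least 30% with at least half of replicates also reaching 30%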;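 also: 0% = DMSO neutral control and 100% = excess unlabeled competitor peptide PRC23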
cardiac RTF act: cardiac RTF calcium sensitization; IANBD-labeled TnC RTF fluorescence at EC20 calcium; 0% EC20 calcium, 100% full calcium; P19429+P45379; hit rate 0.24% among 340,000; activation, % at 7.2 µM;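 active = activation above the mean over all tested compounds plus 3 SD, cut at about 30% in these data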;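 also: rise in fluorescence read as greater calcium sensitivity of cardiac thin filaments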
MOR-DOR inv ag: inverse agonist of human OPRM1-OPRD1 heterodimerization | P35372+P41143 | cell-based MOR-DOR heterodimer luminescence, inverse agonism | inhibition, % at 9.3 µM | hit rate 0.21% among 340,000; in the data active = inhibition above about 22%, passing the limit was not always enough;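 also: 0% = cells with DMSO and 100% = wells without cells with DMSO; values of inactives mirror those of a sister screen read the other way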
Cardiac RTF inh: cardiac RTF calcium desensitization; inhibition, % at 7.15 µM; AID 493244; IANBD-labeled cardiac RTF, Ca2+ fluorescence; P19429+P45379; hit rate 0.12% among 340,000;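 active = inhibition above the mean inhibition of all tested compounds plus 3 SD, cut at about 17% in these data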;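 also: assay run at fixed EC70 calcium of 1.6 mM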
HTR5A inv ctr: inverse agonist of human HTR5A in OPRM1-OPRD1 counter-screen. P47898. HTR5A cell line, luminescence, inverse agonism. inhibition, % at 9.3 µM. hit rate 0.083% among 340,000. AID 504634; in the data active = inhibition mostly above about 23%, no sharp cut-off; inactive = mostly below about 18%;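 also: 0% = cells with DMSO and 100% = no-cell wells with DMSO; some compounds called inactive have numbers as strong as hits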
Target sequence (P47898 whole entry, looked up): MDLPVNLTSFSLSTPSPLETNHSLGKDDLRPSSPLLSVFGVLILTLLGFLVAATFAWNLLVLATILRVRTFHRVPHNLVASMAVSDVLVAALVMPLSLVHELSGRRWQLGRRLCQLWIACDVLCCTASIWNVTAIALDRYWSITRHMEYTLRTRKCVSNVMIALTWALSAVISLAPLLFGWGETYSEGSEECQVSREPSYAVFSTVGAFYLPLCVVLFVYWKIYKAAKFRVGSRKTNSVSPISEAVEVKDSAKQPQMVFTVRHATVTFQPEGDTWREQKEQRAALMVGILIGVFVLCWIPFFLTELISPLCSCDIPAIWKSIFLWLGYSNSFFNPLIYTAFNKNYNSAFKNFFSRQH
C-LANA FP: blocks KSHV LANA C-terminal domain binding to DNA; MBP-C-LANA/FAM-LBS DNA binding, fluorescence polarization; inhibition, % at 9 µM; hit rate 0.078% among 340,000; AID 504423;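 active = highest replicate inhibition at or above 60% at 9 µM, even if other replicates fall short; inactive = all replicates below 60% inhibition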;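 also: 0% = neutral control wells and 100% = 4 µM acridine orange control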
MOR-DOR ag: OPRM1-OPRD1 heterodimerization agonism; hit rate 0.3% among 340,000; AID 504326; activation, % at 9.3 µM; cells, luminescence; in the data active = activation above about 18%;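 also: 0% = vehicle-treated cells and 100% = reference agonist; values of inactives mirror those of a sister screen read the other way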
Keap1 Nrf2 FP: disrupts human Keap1 binding to Nrf2 peptide | Keap1 Kelch-Nrf2 peptide fluorescence polarization, 1536-well | inhibition, % at 9.4 µM | hit rate 0.15% among 340,000 | AID 504523; in the data active = inhibition above about 12%;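 also: human Keap1 Kelch domain with fluorescein labeled Nrf2 9mer peptide probe; 0% = neutral control wells and 100% = peptide positive control; higher means more block of Keap1 binding to Nrf2 peptide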
Target sequence (Q14145 whole entry, looked up, the tested form may be a part): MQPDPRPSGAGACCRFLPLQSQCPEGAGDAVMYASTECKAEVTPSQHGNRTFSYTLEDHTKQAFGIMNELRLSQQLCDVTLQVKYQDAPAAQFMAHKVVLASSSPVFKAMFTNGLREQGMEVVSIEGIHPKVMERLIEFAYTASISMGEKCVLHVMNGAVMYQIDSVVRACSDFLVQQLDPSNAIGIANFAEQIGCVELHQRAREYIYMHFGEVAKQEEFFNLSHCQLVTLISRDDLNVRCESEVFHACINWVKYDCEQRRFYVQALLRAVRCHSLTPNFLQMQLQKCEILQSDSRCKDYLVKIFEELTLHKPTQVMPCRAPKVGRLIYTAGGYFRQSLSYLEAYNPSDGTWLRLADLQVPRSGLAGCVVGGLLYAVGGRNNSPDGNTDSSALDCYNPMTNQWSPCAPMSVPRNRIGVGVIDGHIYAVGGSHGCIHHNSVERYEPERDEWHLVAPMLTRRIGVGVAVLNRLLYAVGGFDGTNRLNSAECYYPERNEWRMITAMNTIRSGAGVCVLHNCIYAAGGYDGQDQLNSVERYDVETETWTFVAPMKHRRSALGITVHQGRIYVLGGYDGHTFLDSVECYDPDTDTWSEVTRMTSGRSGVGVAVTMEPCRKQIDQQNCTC
V-ATPase pH: regulators of yeast V-ATPase proton transport; S. cerevisiae, pHLuorin cytosolic pH fluorescence; response, % at 10 µM; hit rate 0.37% among 350,000; in the data active = response mostly above about 7.3%, no sharp cut-off; inactive = mostly below about 5.4%; also: actives read high; inactives centre near 0; some compounds called inactive have numbers as strong as hits; reference of the scale not given here
HTR5A ag ctr: HTR5A agonism, opioid heterodimer counter-screen; P47898; HTR5A agonist assay, luminescence, cell-based; activation, % at 9.3 µM; hit rate 0.61% among 340,000; AID 504692; in the data active = activation mostly above about 9.5%, no sharp cut-off; inactive = mostly below about 7.6%;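 also: 0% = cells with vehicle only and 100% = reference agonist; strong numbers were not always called active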
Active calls of the source: *; . = no result given.

SMILES | CAL PDZ FP | cardiac RTF act | MOR-DOR inv ag | Cardiac RTF inh | HTR5A inv ctr | C-LANA FP | MOR-DOR ag | Keap1 Nrf2 FP | V-ATPase pH | HTR5A ag ctr
C=C1c2cc(OC)ccc2NC(=O)N1CC | 0.6 | 2.8 | 9.9 | -3.9 | 7.9 | 1.1 | -2.0 | -2.2 | 0.7 | -3.2
Cc1onc(-c2ccccc2)c1C(=O)OCC(=O)Nc1cccc(Cl)c1 | -2.3 | 5.3 | -28.4 | -13.9 | -35.5 | -5.2 | 6.9 | -7.5 | 0.6 | 12.8
Cc1sc2ncnc(N3CCC(C(=O)Nc4cc(Cl)ccc4Cl)CC3)c2c1C | 5.4 | -5.4 | -11.6 | -9.1 | -11.5 | 1.0 | 1.8 | -7.0 | 2.7 | 3.8
CCN1CCN(C(=O)c2ccc(OC3CCN(CCc4ccccc4)CC3)cc2)[C@@H](C)C1=O | -0.9 | -0.1 | 8.4 | -2.8 | -3.2 | -0.1 | -2.6 | -1.6 | -0.3 | 2.6
COc1cc(CN2CCN(CCc3ccccc3)C(CCO)C2)cc(OC)c1 (stereo unspecified) | -1.9 | 0.3 | 2.9 | -10.0 | 1.0 | 2.2 | -0.6 | 1.6 | 5.1 | -0.4
CCOC(=O)Cc1c(C)c2c(O)cc(O)cc2oc1=O | -3.4 | 0.0 | 10.8 | 0.8 | -4.8 | 0.2 | -1.9 | -6.0 | 2.2 | 2.6
CCCc1nc(SCC(=O)N2CCN(c3ccccc3)CC2)c2c(=O)n(C)c(=O)n(C)c2n1 | . | 3.3 | -11.3 | -3.6 | -15.4 | -0.8 | 2.1 | -0.6 | 3.3 | 4.4
CCOC(=O)C1=C(COC(=O)CC(C)c2ccccc2)NC(=O)NC1C (stereo unspecified) | -4.8 | -1.1 | 7.0 | -9.8 | 7.6 | 0.3 | -1.8 | -3.7 | 3.7 | -3.0
COC(=O)c1cc(OC)c(OC)cc1NC(=O)Cc1cccs1 | 0.6 | 4.7 | 7.5 | -6.4 | 11.1 | 0.4 | -1.4 | -1.7 | 0.3 | -3.0
Cn1c(=O)[nH]c(=O)c2c1nc(Br)n2CC(O)c1ccccc1 (stereo unspecified) | 2.2 | 0.4 | 1.4 | -5.8 | 10.5 | 2.0 | -0.3 | 4.8 | -4.8 | -4.4
CCOc1ccc(NC(=S)NC(=O)/C=C/c2ccc(OC)c(OC)c2)c([N+](=O)[O-])c1 | -4.6 | -8.7 | -3.5 | -2.1 | -13.1 | 2.1 | 0.6 | 0.9 | -2.9 | 3.3
O=C(CN1CCN(c2ccccc2F)CC1)c1ccc2c(c1)OCO2 | -2.5 | -0.5 | 3.0 | -10.1 | -13.9 | -1.2 | -0.7 | 1.1 | -0.9 | -7.5
CC(=O)c1ccc(OCCCC(=O)NCCc2ccc(C(F)(F)F)cc2)cc1 | 3.4 | 0.7 | -5.3 | -4.4 | -10.8 | -0.9 | 0.7 | -4.3 | 0.4 | -5.2
Cc1cccc(NC(=O)c2cccc(S(=O)(=O)N3CCc4ccccc4C3)c2)n1 | -2.7 | 10.7 | 10.6 | -9.9 | 14.6 | -1.2 | -2.0 | 0.7 | -0.7 | -5.4
COc1ccc(S(=O)(=O)NCCC(=O)NC2CCCCCCC2)cc1 | 0.0 | -2.4 | 8.4 | -2.3 | -7.6 | 0.5 | -1.5 | -2.4 | 3.5 | 4.2
CCC(=O)NCc1ccc2[nH]c(C)cc2c1 | . | 2.7 | 3.1 | -0.7 | -2.5 | 0.9 | -0.6 | -1.1 | 4.9 | -7.9
COCCCNc1oc(-c2cccs2)nc1S(=O)(=O)c1ccc(C)cc1 | -0.9 | 0.5 | 15.4 | -0.5 | 7.6 | -1.0 | -3.2 | -8.0 | -4.1 | -3.0
CCN(CC)S(=O)(=O)c1ccc(N=NC2=C(O)CC(C)(C)CC2=O)cc1 | -3.5 | 10.1 | 22.7 | 4.4 | -14.6 | -0.4 | -3.8 | -0.6 | 4.8 | 5.4
Cc1nnc(SC(C)C(=O)NC2CCCCC2)[nH]c1=O (stereo unspecified) | . | 1.5 | 7.5 | -6.0 | 12.2 | -0.7 | -1.4 | 0.8 | -1.7 | -3.4
O=c1c(Cl)c(N2CCN(S(=O)(=O)c3ccccc3)CC2)cnn1-c1ccccc1 | . | -4.4 | 4.8 | -18.9 | -12.9 | 0.2 | -0.9 | 1.2 | 5.0 | 5.1

In the list so far, these have fluorine:
SMILES | CAL PDZ FP | cardiac RTF act | MOR-DOR inv ag | Cardiac RTF inh | HTR5A inv ctr | C-LANA FP | MOR-DOR ag | Keap1 Nrf2 FP | V-ATPase pH | HTR5A ag ctr
O=C(CN1CCN(c2ccccc2F)CC1)c1ccc2c(c1)OCO2 | -2.5 | -0.5 | 3.0 | -10.1 | -13.9 | -1.2 | -0.7 | 1.1 | -0.9 | -7.5
CC(=O)c1ccc(OCCCC(=O)NCCc2ccc(C(F)(F)F)cc2)cc1 | 3.4 | 0.7 | -5.3 | -4.4 | -10.8 | -0.9 | 0.7 | -4.3 | 0.4 | -5.2

More results.
SMILES | CAL PDZ FP | cardiac RTF act | MOR-DOR inv ag | Cardiac RTF inh | HTR5A inv ctr | C-LANA FP | MOR-DOR ag | Keap1 Nrf2 FP | V-ATPase pH | HTR5A ag ctr
O=C(O)c1cc(S(=O)(=O)N(Cc2ccccc2)c2ccc(Cl)cc2)ccc1Cl | -1.4 | 1.6 | -22.6 | -13.7 | -7.4 | 0.1 | 2.8 | -7.0 | -0.1 | 2.5
Cc1ccc(NS(=O)(=O)c2cccc(C(=O)NC3CC3)c2)c(C)c1 | -7.4 | 7.7 | 9.1 | -7.7 | -3.8 | 4.0 | -2.4 | -3.7 | -0.2 | 0.8
Cc1cccc(Nc2nc(OCC#N)nc(N(C)C)n2)c1 | -1.6 | 12.2 | -9.0 | -3.2 | -6.9 | -0.9 | 1.8 | 0.1 | 7.0 | 1.8
COc1ccc(CNc2ccc3c(c2)CCC3)cc1Br | 0.2 | -0.6 | 3.6 | -2.7 | 5.4 | -1.6 | -0.7 | -0.1 | -0.5 | -1.6
FC(F)(F)c1cccc(NC(=S)N2CCN(c3cccc(C(F)(F)F)c3)CC2)c1 | -3.1 | 2.1 | -47.0 | -4.2 | 8.0 | -1.1 | 7.9 | -6.4 | -3.0 | 2.2
Cc1csc(Nc2ccc(Cl)cc2)n1 | 1.8 | 0.2 | -19.8 | -3.9 | 6.9 | 2.0 | 4.4 | -4.8 | 1.5 | 1.1
COc1ccc(NC(=O)CN(c2ccc(Cl)cc2)S(C)(=O)=O)cc1OC | -19.2 | -0.7 | 10.8 | -9.5 | -5.9 | 7.3 | -2.1 | 0.0 | -4.3 | 1.6
CCCOC(=O)c1ccc(NC(=O)COC(=O)C2CCN(c3ccc(C(F)(F)F)cn3)CC2)cc1 | . | 4.6 | -48.5 | -16.7 | -9.0 | 0.1 | 9.2 | -1.6 | 0.1 | 2.5
Cc1ccc(C(=O)NNc2ncnc3ccccc23)cc1 | -3.1 | -5.5 | 9.5 | -1.1 | -2.1 | -0.5 | -1.7 | 1.7 | -1.4 | 0.7
Cc1ccc(S(=O)(=O)NCCCC(=O)O)cc1 | 4.3 | 0.9 | 9.5 | -4.8 | -5.7 | 2.5 | -1.8 | -2.1 | 0.7 | 2.0
CSCC[C@H](NC(=O)Nc1ccc(C)cc1)C(=O)O | -3.7 | 0.4 | 5.5 | 4.8 | 18.6 | 0.9 | -0.9 | 0.1 | 0.7 | 2.9
Cc1ccc(C(=O)N2CCN(S(=O)(=O)N3CCCCC3)CC2)cc1 | -4.0 | -0.9 | 17.3 | -2.8 | -11.7 | 1.2 | -3.2 | -0.5 | -3.1 | 1.3
CC(C)Nc1ccc(C(CC(N)=O)NC(=O)c2ccccc2)cc1[N+](=O)[O-] (stereo unspecified) | -2.0 | -2.7 | 11.5 | -13.8 | -3.7 | 0.3 | -2.0 | -4.2 | 0.5 | 0.7
Cc1cc(=O)c2ccc(Cl)cc2[nH]1 | 1.5 | 3.0 | 5.1 | -5.8 | -19.5 | 0.8 | -0.9 | -2.3 | 3.4 | -1.1
O=C(Cc1ccc(Br)cc1)N1CCOCC1 | -1.9 | 2.8 | -3.6 | -4.6 | 10.3 | 0.8 | 0.7 | -1.2 | 3.5 | -7.2
Cc1noc(C)c1COc1ccccc1C(=O)N1CCN(S(=O)(=O)c2ccccc2C(F)(F)F)CC1 | . | -2.5 | 12.4 | -7.8 | 4.3 | -1.1 | -2.5 | 0.9 | -4.8 | -0.8
CCCC/S(CC1CC1(Cl)Cl)=N\S(=O)(=O)c1ccc(C)cc1 (stereo unspecified) | -4.9 | 0.9 | 5.4 | -4.0 | -3.3 | -0.5 | -1.1 | -6.9 | -0.7 | 1.8
CN(CC(=O)NCCc1ccc(S(N)(=O)=O)cc1)CC(=O)Nc1ccc(Cl)cc1 | 3.0 | 2.1 | 15.1 | 3.8 | 11.7 | 0.1 | -3.1 | 0.8 | 0.7 | -3.0
COc1ccc(C(=O)CCC(=O)NCCc2c[nH]c3ccccc23)cc1OC | -1.9 | -0.8 | 8.4 | -5.7 | -13.8 | 1.6 | -1.6 | -1.2 | -0.8 | 5.2
CC(=O)c1sc(Nc2cccc3ccccc23)nc1C | -5.2 | -1.4 | 0.5 | -2.1 | 17.2 | 1.2 | -0.1 | 2.5 | 1.2 | -2.2
CC(C)Nc1nnc(SC(C)C(=O)NCc2ccc3c(c2)OCO3)s1 (stereo unspecified) | -0.7 | -2.3 | 11.9 | -3.6 | -2.9 | -1.9 | -2.5 | -5.8 | 1.0 | -3.0
Cc1noc(C)c1C(=O)Nc1cccc(S(=O)(=O)N2CCCCC2)c1 | -1.2 | -2.2 | 14.5 | -5.5 | -7.0 | -0.8 | -3.9 | -2.9 | 2.2 | -2.2
CCCCC(=O)N1CC(=O)Nc2ccc(F)cc2C1c1ccc(F)cc1 (stereo unspecified) | 7.3 | -0.6 | 7.8 | 0.8 | 0.7 | -1.2 | -1.8 | -3.0 | 0.7 | -0.2
O=C(/C=C/c1cc(Br)ccc1F)OCC(=O)N1CCOCC1 | . | 0.5 | 15.4 | -5.2 | 0.6 | 0.3 | -3.9 | -0.6 | -4.6 | 6.0
Cc1ccc(NC(=O)C2CCCN(S(=O)(=O)c3cnc[nH]3)C2)cc1F (stereo unspecified) | . | 7.3 | 18.8 | -11.2 | -19.5 | 0.5 | -3.7 | 0.4 | -3.1 | 6.5
COc1ccc(C(=O)Nc2cccc(C(C)=O)c2)cc1S(=O)(=O)N1CCOCC1 | -0.2 | 2.7 | 4.4 | -9.1 | -25.6 | 1.2 | -0.8 | -7.4 | 3.0 | 2.9
OCCCc1nc2n(n1)C(c1ccccc1Cl)C=C(c1cccs1)N2 (stereo unspecified) | -1.2 | 19.2 | -3.5 | -35.6 | 4.6 | 11.3 | 0.6 | 5.4 | -0.5 | 2.6
CN(C)CCCn1c(N)c(C#N)c2nc(C#N)c(C#N)nc21 | -24.6 | 11.1 | -3.3 | -28.8 | -12.7 | 0.4 | 0.6 | -6.7 | 4.9 | 4.6
CCN(CC)C(=O)CSc1nc2sc(C)c(C)c2c(=O)[nH]1 | -9.6 | 2.8 | 15.9 | -2.5 | -14.8 | -0.7 | -3.3 | -3.9 | 0.4 | 6.1
COc1ccc(-n2c(-c3ccc(Br)cc3)c[n+]3c2CCC3)cc1 | -1.4 | 3.6 | 5.3 | -5.2 | 1.0 | -0.8 | -1.1 | -1.7 | 1.1 | 1.2
CCC1(c2ccc(F)cc2)NC(=O)N(CC(=O)N2CCN(C(=O)c3ccco3)CC2)C1=O (stereo unspecified) | -2.4 | 10.3 | 4.4 | -4.9 | -0.5 | 0.4 | -0.9 | 3.7 | 0.1 | 0.1
